TNAP act hi DEA – increases human TNAP activity under high phosphate acceptor concentration | P05186 | purified TNAP, CDP-star luminescence, 1 M DEA, 30 min; hits give high values; 0 = EDTA background, 1 = DMSO-only activity | activation factor at 20 µM | 200,000 tested, under 10 active | AID 1136;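 active = activation factor at least 2 at 20 µM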
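Dosing: 20 µM single point. System: human TNAP. Amount: TNAP 1/800 final. Incubation: 30 min, room temperature. Read-out: TNAP activation factor scaled between EDTA and DMSO control wells. Signal: luminescence from CDP-star hydrolysis. Medium: 1 M DEA, pH 9.8, Mg2+, Zn2+. Control set: EDTA negative control, DMSO positive control.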
STAT3 blocker – STAT3 signaling inhibition | 0.89% of 190,000 active | inhibition, % at 5.5 µM | U3A cells, IL-6 STAT3-luciferase reporter, luminescence; host cell line lacks STAT1;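 active = inhibition above the mean inhibition across all screened compounds plus 3 SD, cut at about 44% in these data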;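 note: 0% = DMSO only wells and 100% = 100 µM nifuroxazide control wells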
bIAP inh – blocks bovine intestinal alkaline phosphatase activity | purified bovine IAP, CDP-star luminescence, 30 min | AID 1019 | inhibition, % at 20 µM | 190,000 tested, under 10 active;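 active = over 50% inhibition of intestinal alkaline phosphatase at 20 µM in the single-dose screen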
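test system = bovine IAP enzyme | medium = DEA buffer 100 mM, pH 9.8, with MgCl2 1.0 mM, ZnCl2 0.02 mM | detection = luminescence | dosing = single compound dose of 20 µM, 2% DMSO final | incubation = 30 min reaction at room temperature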
PPARg SRC-1 ag – agonists of human PPARgamma SRC-1 coactivator recruitment | P37231 | activation, % at 8 µM | 0.41% of 200,000 active | PPARgamma-SRC-1 coactivator recruitment biochemical assay; in the data active = activation above about 19%;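 note: 0% = DMSO and 100% = reference agonist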
Target sequence (P37231 whole entry, looked up): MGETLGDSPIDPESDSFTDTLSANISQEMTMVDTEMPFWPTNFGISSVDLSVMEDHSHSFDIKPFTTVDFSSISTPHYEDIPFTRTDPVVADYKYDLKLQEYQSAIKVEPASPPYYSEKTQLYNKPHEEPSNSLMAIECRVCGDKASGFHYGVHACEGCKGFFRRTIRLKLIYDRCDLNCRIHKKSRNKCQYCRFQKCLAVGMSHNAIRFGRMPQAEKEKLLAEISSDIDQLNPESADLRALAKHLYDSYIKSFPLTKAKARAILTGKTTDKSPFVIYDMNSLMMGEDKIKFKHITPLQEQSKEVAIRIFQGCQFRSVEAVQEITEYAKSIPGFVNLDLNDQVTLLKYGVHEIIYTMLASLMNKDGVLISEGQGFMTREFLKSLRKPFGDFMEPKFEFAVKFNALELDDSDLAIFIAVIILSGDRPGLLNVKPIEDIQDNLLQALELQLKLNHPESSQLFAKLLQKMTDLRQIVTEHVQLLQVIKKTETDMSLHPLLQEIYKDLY
TR-FRET SRC-2 ct – TR-FRET artefact, counter-screen to PPARgamma/SRC-2 agonist assay. AID 1049. 0.4% of 200,000 active. hits give high values. TR-FRET ratio at 8 µM; in the data active = TR-FRET ratio above about 2000; note: inactives centre near 1500
ROMK primary – modulates human ROMK potassium channel activity. Tet-inducible ROMK, thallium flux fluorescence; actives lie on both sides. B-score at 10 µM. 2% of 130,000 active. AID 1918;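 active = signal ratio slope over the read window, or its plate-corrected B-score, at least 3 SD from the plate mean, either direction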;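 note: B-score of the F/F0 ratio slope over 7 to 12 s after thallium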
Target sequence (P48048 whole entry, looked up): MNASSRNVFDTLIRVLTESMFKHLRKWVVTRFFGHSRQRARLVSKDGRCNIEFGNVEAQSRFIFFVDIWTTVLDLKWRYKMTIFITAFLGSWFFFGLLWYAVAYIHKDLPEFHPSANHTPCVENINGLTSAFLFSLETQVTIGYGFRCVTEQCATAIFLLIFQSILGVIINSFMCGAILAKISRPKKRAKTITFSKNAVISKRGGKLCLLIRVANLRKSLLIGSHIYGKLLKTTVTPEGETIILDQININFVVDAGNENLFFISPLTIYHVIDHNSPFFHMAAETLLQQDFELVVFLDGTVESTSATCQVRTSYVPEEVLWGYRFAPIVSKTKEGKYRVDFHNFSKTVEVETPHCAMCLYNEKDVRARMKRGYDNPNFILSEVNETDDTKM
STAT1 blocker – inhibitors of IFN-gamma induced STAT1 signaling; 0.35% of 200,000 active; NIH 3T3 STAT1-luciferase reporter, luminescence; inhibition, % at 5.5 µM; AID 920;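 active = inhibition above a set limit, the mean inhibition across all tested compounds plus 3 SD, cut at about 34% in these data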;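 note: 0% = IFN-gamma with DMSO and 100% = IFN-gamma with 300 µM nifuroxazide; values of inactives mirror those of a sister screen read the other way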
STAT3 act – increases IL-6 driven STAT3 reporter signal; U3A cells, IL-6 STAT3-luciferase reporter, luminescence; 100% = signal with IL-6 EC80 alone; activation (% of control), % at 5.6 µM; 0.91% of 190,000 active; AID 871;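 active = activation above the screen-wide mean of compound activation plus 3 SD, cut at about 130% in these data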;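 note: 0% = background luminescence of wells with medium and substrate only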
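Test system: STAT3-luciferase reporter U3A cells; Detection: reporter luminescence signal; Times: 1 h compound pre-exposure, 6 h IL-6 stimulation, 37 °C; Benchmarks: IL-6-only high control; Also added: IL-6 stimulus at 33 ng/mL final.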
bIAP activator – intestinal alkaline phosphatase (bovine) activation; purified bovine IAP, CDP-star luminescence, 30 min; hits give high values; fold of DMSO-control signal, blank-subtracted; activation factor at 20 µM; 0.17% of 200,000 active; AID 1016;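 active = activation factor of 2 or more at 20 µM, a signal rise over negative controls twice the positive control's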
PPARg SRC3 recr – agonists of human PPARgamma SRC-3 coactivator recruitment. P37231. biochemical PPARgamma/SRC-3 coactivator recruitment assay. activation, % at 8 µM. 0.26% of 200,000 active. AID 731; in the data active = activation above about 23%;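 note: 0% = DMSO and 100% = reference agonist; some compounds past the cut are filed as inactive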
PPARg SRC-2 ag – PPARgamma-driven SRC-2 recruitment agonism; PPARgamma LBD-SRC-2 recruitment, biochemical; activation, % at 8 µM; 0.34% of 200,000 active; P37231; in the data active = activation above about 22%;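 note: 0% = vehicle and 100% = reference agonist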
Active calls of the source: *; · = not tested or not shown. An unsorted share of the library. About 3.7% of those tested had a hit in this group.

(1) CCSc1nc2c(c(=O)[nH]1)C(C(C)C)C(C#N)=C(N)O2 (centres undefined)
(2) Cc1cccc(NC(=S)N2CCN(S(=O)(=O)c3cccc(F)c3)CC2)c1
(3) O=C(CSc1nnc(-c2cccnc2)n1Cc1ccco1)c1ccc(Cl)c(Cl)c1
(4) COc1ccc(-c2ccc(SCC(=O)c3cccs3)nn2)cc1
(5) S=c1[nH]nc(-c2ccc(Br)cc2)n1Cc1ccccc1
(6) CN(C)/N=C/c1cn(-c2ccccc2)nc1-c1cccnc1
(7) O=C(NNC(=O)c1cccc(Br)c1)C(=O)N1CCCCC1
(8) CCOc1ccc(CCNC(=O)C(CC)n2nc(C)n3c(cc4sccc43)c2=O)cc1OCC (centres undefined)
Assay by compound	1	2	3	4	5	6	7	8
STAT1 blocker	0	9	1	-16	-8	-3	-3	6
STAT3 blocker	6	4	7	2	0	14	9	0
bIAP activator	0.9	1	1	1	1	0.9	1	1.2
TR-FRET SRC-2 ct	1670	1699	1640	1638	1678	1646	1588	1622
PPARg SRC-2 ag	5	5	10	14	6	21	2	6
PPARg SRC-1 ag	8	7	6	-6	8	8	2	3
PPARg SRC3 recr	1	2	10	4	5	3	2	-2
ROMK primary	·	-0.29	·	·	-0.25	-0.72	0.24	·
bIAP inh	8	-4	0	-1	5	9	2	-16
STAT3 act	99	98	99	98	105	90	92	105
TNAP act hi DEA	1.1	1	1	1	1	1	1	1.1

Look-ups from the results shown:
In TNAP act hi DEA, no. 3 has 1
In bIAP inh, no. 8 has -16
In PPARg SRC3 recr, no. 4 has 4
In PPARg SRC3 recr, no. 2 has 2

The listing picks up, starting 4 compounds before the break.
(5) S=c1[nH]nc(-c2ccc(Br)cc2)n1Cc1ccccc1
(6) CN(C)/N=C/c1cn(-c2ccccc2)nc1-c1cccnc1
(7) O=C(NNC(=O)c1cccc(Br)c1)C(=O)N1CCCCC1
(8) CCOc1ccc(CCNC(=O)C(CC)n2nc(C)n3c(cc4sccc43)c2=O)cc1OCC (centres undefined)
(9) COc1ccc(-c2cc(C(F)F)n3ncc(C(=O)Nc4cccc(S(=O)(=O)N5CCOCC5)c4)c3n2)cc1
(10) COc1ccc(C(=O)/C(C#N)=N/Nc2cccc([N+](=O)[O-])c2)cc1
(11) CCC(C)n1c(SCC(=O)/C(C#N)=C(\C)N)nc2ccccc2c1=O (centres undefined)
(12) COc1ccc(-n2c3c(cc(C(=O)NNc4ccccc4C)c2=O)C(=O)CC(C)(C)C3)cc1
(13) O=C(NCCc1ccccc1)C1CCCN1S(=O)(=O)c1ccc(F)cc1 (centres undefined)
(14) COC(=O)/C(=C\c1ccc(O)cc1)c1nc2ccccc2[nH]1
(15) O=c1nc(/C=C/c2cccn2-c2ccc([N+](=O)[O-])cc2)cc(C(F)(F)F)[nH]1
(16) CN1C(=O)N(C)C2CC1N(C)C(=O)N2C
Assay by compound	5	6	7	8	9	10	11	12	13	14	15	16
STAT1 blocker	-8	-3	-3	6	-8	44*	4	0	16	-29	0	-1
STAT3 blocker	0	14	9	0	13	24	5	6	8	-10	2	4
bIAP activator	1	0.9	1	1.2	1	0.9	1	0.9	·	1	1	0.9
TR-FRET SRC-2 ct	1678	1646	1588	1622	1336	1533	1472	1593	1656	1736	1808	1475
PPARg SRC-2 ag	6	21	2	6	-6	9	-10	-7	3	0	8	-2
PPARg SRC-1 ag	8	8	2	3	4	8	3	0	2	1	10	0
PPARg SRC3 recr	5	3	2	-2	1	10	1	2	5	-4	8	-2
ROMK primary	-0.25	-0.72	0.24	·	0.47	7.6*	1.4	-0.44	·	-1	0.27	0.61
bIAP inh	5	9	2	-16	1	13	0	11	·	2	2	6
STAT3 act	105	90	92	105	95	82	96	104	96	115	100	98
TNAP act hi DEA	1	1	1	1.1	1	0.9	1	1	·	1	1	1

(17) O=C1Nc2ccc(Cl)cc2/C1=C/C1CC=CCC1 (centres undefined)
(18) Cc1ccc(OCCn2c(C)c(/C=N/n3cnnc3)c3ccccc32)cc1
(19) O=C(Oc1ccc2c(=O)c(Oc3ccc4ccccc4c3)coc2c1)c1cccnc1
(20) CCCS(=O)(=O)N1CCC(Cc2ccc(OC)cc2)(C(=O)OCC)CC1
(21) CCOC(=O)c1c(-c2ccc(OC)cc2)nc2nonc2c1N
(22) Cn1ccnc1SCC(=O)Nc1cc(C(F)(F)F)ccc1N1CCOCC1
(23) CC(C)(C)OC(=O)NNC(=O)c1cccs1
(24) CC(=O)N1CCCc2cc(S(=O)(=O)CCC(=O)N3CCN(c4ccccc4)CC3)ccc21
Assay by compound	17	18	19	20	21	22	23	24
STAT1 blocker	2	6	6	-13	6	2	2	7
STAT3 blocker	-3	9	5	0	4	6	-4	19
bIAP activator	0.8	0.9	0.9	1	1	0.9	1	1
TR-FRET SRC-2 ct	1516	1576	1754	1582	1436	1604	1471	1721
PPARg SRC-2 ag	-2	-2	8	0	3	4	-6	0
PPARg SRC-1 ag	0	0	9	0	0	1	-3	0
PPARg SRC3 recr	3	17	3	-3	-12	3	-3	2
ROMK primary	0.15	-0.27	-0.0084	0.62	-0.6	-0.027	0.73	·
bIAP inh	25	8	5	3	1	7	-1	-4
STAT3 act	101	97	94	106	100	100	105	89
TNAP act hi DEA	1.1	1.1	1	1.1	1	1	1	1.1

(25) CCOC(=O)C1(O)CC(C)=NN1C(=O)c1cccc(Cl)c1 (centres undefined)
(26) CCOC(=O)N1CCN(c2nc(C)cc(C(F)(F)F)n2)CC1
(27) COCCNC(=O)c1nc2ccccc2s1
(28) COc1ccc(CNC(=O)C/C(C)=N/NC(=O)COc2ccc(C)cc2Br)cc1
(29) O=C(Oc1ccc2ccc(OC(=O)N3CCOCC3)cc2c1)N1CCOCC1
(30) Cc1c(N2C(=O)CSC23C(=O)Nc2ccccc23)c(=O)n(-c2ccccc2)n1C (centres undefined)
(31) CCOc1ccc(Cc2n[nH]c(=S)n2Cc2ccccc2)cc1
(32) Cc1ccc(NS(=O)(=O)c2cc(C(=O)OCC(=O)NCC3CCCO3)ccc2C)cc1 (centres undefined)
Assay by compound	25	26	27	28	29	30	31	32
STAT1 blocker	0	10	-4	1	-12	-2	3	1
STAT3 blocker	12	18	-20	0	0	-1	7	1
bIAP activator	1	0.9	1	1	1	0.9	1.4	0.9
TR-FRET SRC-2 ct	1664	1580	1631	1621	1411	1475	1662	1535
PPARg SRC-2 ag	0	-5	0	-3	-1	-11	7	9
PPARg SRC-1 ag	5	-10	-1	8	-2	-1	6	2
PPARg SRC3 recr	2	-3	4	0	-14	-5	9	10
ROMK primary	-0.02	-0.14	-0.029	3.4*	-0.25	-0.27	0.35	-0.22
bIAP inh	2	8	2	1	-1	8	-44	6
STAT3 act	93	88	117	105	103	103	97	100
TNAP act hi DEA	1	1	1.1	1	1	1	1	1

(33) C/C(=C\C(=O)N1CCc2ccccc21)C(=O)O
(34) O=c1ccc(Cc2ccc(Cl)cc2)n[nH]1
(35) CC(Oc1ccc(F)cc1)C(O)CCN(C)C (centres undefined)
(36) COc1ccccc1CC(=O)NNS(=O)(=O)c1ccc([N+](=O)[O-])cc1
(37) COc1ccc(OC)c(C(c2nnnn2C(C)(C)C)N2CCc3ccccc3C2)c1 (centres undefined)
(38) CCC(C)c1ccc(O)c(N)c1 (centres undefined)
(39) Cc1cc(C)n(CCC(=O)N/N=C/c2ccc(O)cc2)n1
(40) c1ccc(C2=NNC(=NCc3ccc4c(c3)OCO4)SC2)cc1
Assay by compound	33	34	35	36	37	38	39	40
STAT1 blocker	6	-7	-2	-4	9	20	2	-3
STAT3 blocker	-13	-2	4	-3	-1	1	-6	-12
bIAP activator	0.9	1	1.1	1	1.1	0.7	1.1	1
TR-FRET SRC-2 ct	1401	1660	1654	1425	1366	1510	1484	1656
PPARg SRC-2 ag	0	-1	2	0	-3	-2	3	4
PPARg SRC-1 ag	2	0	14	1	2	6	5	5
PPARg SRC3 recr	5	4	3	4	5	-1	4	3
ROMK primary	0.41	0.5	0.45	-0.48	-0.82	·	·	·
bIAP inh	6	-3	-14	0	-11	32	-11	2
STAT3 act	118	109	99	107	104	102	105	116
TNAP act hi DEA	1	1	1.1	1.1	1.1	1	1	1

(41) CC(C)C(c1nnnn1Cc1ccccc1)N(CCCO)Cc1cc2cc3c(cc2[nH]c1=O)OCO3 (centres undefined)
(42) CC(=O)Nc1ccc(NC(=O)C(C)n2nc([N+](=O)[O-])c(Br)c2C)cc1 (centres undefined)
(43) CCOC(=O)c1cc(OC(=O)c2cccnc2)n(-c2ccccc2)n1
(44) CCSc1nnc(NC(=O)c2ccc(S(=O)(=O)N(C)C)cc2)s1
(45) COc1cc(S(=O)(=O)N(Cc2cccs2)CC2CCCO2)ccc1-n1cnnn1 (centres undefined)
Assay by compound	41	42	43	44	45
STAT1 blocker	6	4	-1	-9	4
STAT3 blocker	5	10	0	5	2
bIAP activator	1	1	1	1	0.9
TR-FRET SRC-2 ct	1647	1651	1566	1493	1505
PPARg SRC-2 ag	5	5	6	-4	6
PPARg SRC-1 ag	-5	0	-2	-3	-2
PPARg SRC3 recr	0	6	8	3	-2
ROMK primary	·	·	·	-0.31	·
bIAP inh	-4	4	-4	-3	8
STAT3 act	100	95	99	104	103
TNAP act hi DEA	1	1	1	1.1	1.1

Bioassay records as filed in PubChem.
